Screening results: PubChem BioAssay, several laboratories
TRPC4 agonist: activators of mouse TRPC4 channel | hit rate 0.49% among 310,000 | AID 2237 | HEK293 TRPC4beta/mu-opioid, Fluo4 calcium fluorescence; active compounds read high | B-score at 10 µM | Q9QUQ5;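 active = B-score above 5 SD of library B-scores, and initial fluorescence ratio not above library mean plus 5 SD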;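 also: positive B-score marks a calcium rise read as TRPC4 activation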
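Assay system: HEK293 stable line with TRPC4beta plus mu-opioid receptor. Times: dye 45 min RT, read 110 s. Measured by: kinetic Fluo4 calcium fluorescence. Measure: B score of integrated ratio. Controls: assay buffer as low control, maximal DAMGO as high control.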
TMEM16A act: activators or potentiators of mouse TMEM16A chloride channel. Q8BHY3. HEK293 TMEM16A/YFP-H148Q/I152L, iodide quench fluorescence; active compounds read low. B-score at 10 µM. hit rate 0.3% among 340,000. AID 623877;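 active = fluorescence-ratio B-score plate-corrected deviation score at least 3 library SD below zero, with starting fluorescence score within 5 deviations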;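 also: channel opened by trigger with iodide after compound preincubation; score built on the fluorescence ratio of max minus min over baseline; more negative score means more quench and so TMEM16A activation or potentiation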
KCNK9 block: blocks the human KCNK9 two-pore domain potassium channel. HEK293 KCNK9, FluxOR thallium flux fluorescence; active compounds read low. Q9NPC2. hit rate 1.2% among 310,000. B-score at 10 µM;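 active = ratio B-score over 3 SD below the library mean, with starting fluorescence within 5 SD of its mean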;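 also: negative B-score means less thallium flux so channel inhibition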
TRPC4 PAM: allosteric potentiators of mouse TRPC4 channel. AID 2227. hit rate 0.42% among 310,000. Q9QUQ5. HEK293 TRPC4beta/mu-opioid, DAMGO EC20, Fluo-4 Ca2+ flux; active compounds read high. B-score at 10 µM;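 active = B-score of calcium response area above 5 SD of library B-scores, with initial fluorescence ratio within 5 SD of library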;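 also: B-score of integrated fluorescence ratio over time as area under calcium response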
Dyrk1A ADPGlo: blocks rat Dyrk1A kinase activity | inhibition, % at 12.5 µM | hit rate 0.43% among 310,000 | ADP-Glo luminescence, NFATc1 peptide | Q63470; in the data active = inhibition above about 50%;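 also: plate controls were vehicle with enzyme for no effect and no enzyme for full effect; many of its hits are not listed in these tables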
KCNQ1 pot: potentiates or activates the human KCNQ1 potassium channel | P51787 | CHO-K1 KCNQ1, thallium flux FluxOR fluorescence; active compounds read high | B-score at 10 µM | hit rate 0.35% among 310,000;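 active = fluorescence ratio B-score, a plate-corrected score, at least three library SD, with initial intensity B-score within 5 SD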
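Assay system: stable KCNQ1 CHO-K1 line; medium: assay buffer, equal DMSO in all wells; timing: 90 min dye loading and 20 min compound exposure, both at room temperature; technique: kinetic FluxOR thallium fluorescence, 10-s 1-Hz baseline, 110-s post-stimulus read; read-out basis: B score of baseline-normalized fluorescence ratio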
hERG rescue: compounds protecting human hERG from proarrhythmic drug block; activation (rescue from dofetilide block), less the hit threshold, % at 10 µM; Q12809; hit rate 0.51% among 310,000; CHO-hERG, FluxOR thallium flux, dofetilide IC70 present;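 active = activation above the mean of controls blocked by dofetilide plus 5 SD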;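 also: thallium influx through hERG after potassium depolarization seen as dye fluorescence rise; in these data hits start at about 4.7%; inactives centre near -7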
HDAC3 inh: blocks human histone deacetylase 3; recombinant HDAC3, fluorogenic peptide/trypsin coupled, fluorescence; inhibition, % at 8.3 µM; hit rate 0.15% among 320,000; in the data active = inhibition above about 26%, passing the limit was not always enough; inconclusive = no clear call, values can overlap the other calls
Target sequence (O15379 whole entry, looked up): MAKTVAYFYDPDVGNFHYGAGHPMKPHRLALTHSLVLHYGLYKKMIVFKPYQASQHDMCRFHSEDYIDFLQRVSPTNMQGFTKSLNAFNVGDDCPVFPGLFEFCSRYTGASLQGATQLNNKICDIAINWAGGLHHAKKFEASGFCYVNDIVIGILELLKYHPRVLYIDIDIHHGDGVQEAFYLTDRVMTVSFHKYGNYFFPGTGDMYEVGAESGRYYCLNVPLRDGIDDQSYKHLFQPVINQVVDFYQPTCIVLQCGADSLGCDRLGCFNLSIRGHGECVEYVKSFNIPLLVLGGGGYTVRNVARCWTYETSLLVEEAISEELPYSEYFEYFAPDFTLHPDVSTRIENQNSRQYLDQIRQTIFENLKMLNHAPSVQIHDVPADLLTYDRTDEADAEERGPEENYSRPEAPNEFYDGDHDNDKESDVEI
KCNK3 inh: human KCNK3 channel inhibition, primary screen | O14649 | CHO-KCNK3 thallium flux, FluxOR fluorescence; active compounds read low | B-score at 10 µM | hit rate 0.84% among 340,000;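 active = B-score under library mean minus 4 SD, starting fluorescence ratio at most library mean plus 5 SD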;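 also: more negative B-score means stronger inhibition of thallium flux through KCNK3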
Target sequence (O14649 whole entry, looked up): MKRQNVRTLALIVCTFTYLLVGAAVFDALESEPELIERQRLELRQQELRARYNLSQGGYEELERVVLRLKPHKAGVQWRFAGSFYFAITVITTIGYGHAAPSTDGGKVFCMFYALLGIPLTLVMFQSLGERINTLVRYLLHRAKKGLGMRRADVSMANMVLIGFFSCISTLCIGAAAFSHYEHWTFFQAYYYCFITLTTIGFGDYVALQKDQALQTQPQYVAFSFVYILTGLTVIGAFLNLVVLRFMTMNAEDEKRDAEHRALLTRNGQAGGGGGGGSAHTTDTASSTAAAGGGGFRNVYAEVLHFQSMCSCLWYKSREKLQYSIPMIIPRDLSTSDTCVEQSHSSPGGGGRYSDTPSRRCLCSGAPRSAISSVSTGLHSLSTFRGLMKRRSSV
KCNQ1 inh: inhibitors of human KCNQ1 potassium channel; P51787; CHO-K1 KCNQ1, FluxOR thallium flux fluorescence; active compounds read high; B-score at 10 µM; hit rate 1.3% among 310,000; AID 2642;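 active = compounds whose thallium flux B-score, printed positive for inhibition, exceeds three library SD while starting fluorescence stays within three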;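 also: channel opened by potassium depolarization with thallium stimulus after 20 min compound exposure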
TMEM16A inh: inhibitors of mouse TMEM16A calcium-activated chloride channel; Q8BHY3; HEK293 TMEM16A/YFP iodide influx fluorescence, ionomycin; normalized B-score (activity score, 25-100; higher = stronger inhibition) at 10 µM; hit rate 1.2% among 310,000; AID 588511;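 active = ratio plate-corrected score three or more library SD toward inhibition, starting fluorescence score within five deviations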;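 also: score derived from kinetic fluorescence span divided by baseline fluorescence per well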
Starred values were filed as active, the others as inactive; i = inactive; ? = inconclusive; . = not tested or not shown. Not all compounds are listed. The share of hits here may be higher or lower than overall.

SMILES	TRPC4 agonist	TMEM16A act	KCNK9 block	TRPC4 PAM	Dyrk1A ADPGlo	KCNQ1 pot	hERG rescue	HDAC3 inh	KCNK3 inh	KCNQ1 inh	TMEM16A inh
CCOC(=O)CC(=O)CSc1nc2c(C)c(C)ccc2cc1C	i	i	i	i	0.9	i	-3.5	5.0	i	i	i
CSc1cccc(N2CC(C(=O)N(CC(C)C)c3c(N)n(Cc4ccccc4)c(=O)[nH]c3=O)CC2=O)c1 (stereo not drawn)	i	i	i	i	-1.3	i	-14.1	12.1	i	i	i
CC(C)N(Cc1nc(-c2ccc(Cl)cc2)no1)C(=O)CCCN1C(=O)c2ccccc2C1=O	i	i	i	i	-1.0	i	-8.9	.	i	i	.
Cc1ccc(CNC(=O)CCCn2c(=O)c3ccccc3n(CC(=O)NC3CCCC3)c2=O)cc1	i	i	i	i	-5.4	i	-4.0	-10.2	i	i	i
COc1cc(NC(=O)c2ccc(Cl)cc2)c(Cl)cc1NC(=O)c1cccnc1	i	i	i	i	-0.1	i	-5.1	0.1	i	i	i
Cc1csc2c(SCC(=O)NNC(=O)C(Cl)Cl)ncnc12	i	i	i	i	.	i	-9.7	3.9	i	i	i
CC(C)C[C@H](NC(=O)Nc1ccc(S(N)(=O)=O)cc1)C(=O)O	i	i	i	i	-1.0	i	-8.1	-7.5	i	i	i
COc1ccc(S(=O)(=O)N2CCCC(C(=O)NCC3CCCO3)C2)cc1C (stereo not drawn)	i	i	i	i	-6.4	i	-6.7	-3.4	i	i	i
O=C1CC(NS(=O)(=O)c2cccnc2)CN1c1ccc(F)cc1 (stereo not drawn)	i	i	i	i	7.8	i	-5.8	-0.7	i	i	i
O=C(CCC(=O)OCC(=O)c1ccc(Br)cc1)Nc1ccc(Br)c2cccnc12	i	i	i	i	.	i	-7.0	3.1	i	i	i
COC(=O)C1=C(N)Oc2cc(C)n(Cc3ccco3)c(=O)c2C1c1cccc(Cl)c1 (stereo not drawn)	i	i	-13.5*	i	1.7	i	-3.9	6.1	i	i	i
CN(C)/C=C1\N=C(c2ccc(Cl)cc2Cl)OC1=O	i	i	i	i	-5.6	i	-4.5	2.3	i	i	i
CC(CCc1ccccc1)NC(=O)CCCn1ncn2c(cc3occc32)c1=O (stereo not drawn)	i	i	i	i	4.7	i	-6.9	1.4	i	i	i
O=S1(=O)CCC(n2ncc3c2/C(=C/c2ccccc2)CC3)C1 (stereo not drawn)	i	i	i	i	0.3	i	-11.0	3.5	i	i	i
CN(C(=O)c1ccc(Cl)c([N+](=O)[O-])c1)C1(C)CCS(=O)(=O)C1 (stereo not drawn)	i	i	i	i	4.7	i	-7.8	5.2	i	i	i
NNC(=O)CSc1nnnn1-c1ccccc1	i	i	i	i	-4.3	i	-2.8	1.8	i	i	i
COc1ccc(OC)c(C(O)c2nc3ccccc3n2C)c1 (stereo not drawn)	i	i	-7.74*	i	0.4	i	-12.1	-7.3	i	i	i
CC[n+]1c(/C=C/Nc2ccccc2)sc2ccccc21	i	i	i	i	18.0	i	-14.3	?	i	i	i
FC(F)(F)c1cccc(-c2nc(-c3ccncc3)no2)c1	i	i	i	i	-1.3	i	-9.2	2.9	i	i	i
CCn1c(SCC(=O)N2c3ccccc3CC2C)nnc1-c1ccco1 (stereo not drawn)	i	i	i	i	-7.0	i	-11.8	-8.6	i	i	i
CCOC(=O)C1CCCN(C(=O)c2ccc3nc(-c4ccccc4)c(-c4ccccc4)nc3c2)C1 (stereo not drawn)	i	i	i	i	.	i	-11.5	-0.4	i	i	i
Nc1ccc(CSc2ccc(Cl)cc2)cc1	i	i	i	i	-1.3	i	-11.3	4.2	i	i	i
COc1cc(-c2nnc(SCC3(c4ccccc4)OCCO3)o2)cc(OC)c1OC	i	i	i	i	-1.5	i	-8.1	6.5	i	i	i
O=C(c1ccc(F)cc1)N1CCN(C(=O)c2ccc([N+](=O)[O-])cc2)CC1	i	i	i	i	-0.8	i	-3.3	6.9	i	i	i
N=C1C(c2nc3ccccc3[nH]2)=C(O)CN1c1ccc(CC(=O)O)cc1	i	i	i	i	5.4	i	-4.5	9.2	i	i	i
COc1ccc(C(c2nnnn2CS(=O)(=O)c2ccc(C)cc2)N2CCN(c3ncccn3)CC2)cc1 (stereo not drawn)	i	i	i	i	-1.2	i	-8.5	10.3	i	i	i
COc1cccc(CN2CCN(C3CSCCSC3)CC2CCO)c1 (stereo not drawn)	i	i	i	i	10.5	i	-18.2	0.4	i	i	i
CCNS(=O)(=O)c1ccc(OC)c(C(=O)NC2CCCCC2)c1	i	i	i	i	-6.4	i	-5.6	1.0	i	i	i
Cc1ccc(-c2nnn(CC(=O)NCC3CC3)n2)o1	i	i	i	i	3.3	i	-4.2	1.4	i	i	i
N#CCCSc1ncnc2c1oc1ccccc12	i	i	i	i	8.8	i	-10.1	2.1	i	i	i
Cc1nnc(OCc2nc3ccccc3n2C)c2ccccc12	i	i	i	i	4.8	i	-10.6	3.3	i	i	i
CN(Cc1nc(-c2ccccc2)no1)C1CCOCC1	i	i	i	i	2.1	i	-9.6	-2.8	i	i	i
CCCC/C(O)=C1\C(=O)CC(C)(C)CC1=Nc1ccc(N)cc1	i	i	i	i	-8.1	i	-8.2	6.1	i	i	i
COc1ccc(C(=O)NNC2=CC(=O)CC(C)(C)C2)cc1OC	i	i	i	i	-3.6	i	-13.6	2.1	i	i	i
CN(C)S(=O)(=O)c1ccc(C(=O)NCC2(N3CCCCC3)CCCCC2)cc1	i	i	i	i	-7.7	i	-8.9	-9.6	i	i	i
CC(=O)Nc1ccc(NS(=O)(=O)c2cccc3ccccc23)cc1	i	i	i	i	-2.6	i	-8.3	-5.3	i	i	i
Cc1cccc(Cc2cnc(NC(=O)C3=NCCN3)s2)c1	i	i	i	i	-2.6	i	-5.8	2.9	i	i	i
Cc1nc2ccccn2c1C(=O)NCc1cccnc1	i	i	i	i	7.6	i	-1.5	7.0	i	i	i
Cc1c(C=NCCOCc2ccccc2)cnn1C	i	i	i	i	-1.3	i	-10.9	-7.5	i	i	i
O=C(c1ccccc1)c1ccc2cc(O)ccc2c1	i	i	i	i	64.2*	i	-12.7	1.8	i	i	25*
COc1ccc(NC(=O)Nc2cnccn2)cc1	i	i	i	i	12.7	i	-16.0	.	i	i	i
O=C1CSC(c2cn(-c3ccccc3)nc2-c2ccc3c(c2)OCCO3)N1CCN1CCOCC1 (stereo not drawn)	i	i	i	i	6.9	i	-16.2	-5.3	i	i	i
COC(=O)c1c(C(=O)OC)c(-c2ccc(F)cc2)n2c1CS(=O)(=O)C2	i	i	i	i	-1.3	i	-3.3	0.8	i	i	i
CC(C)C(OC(=O)c1nsc(Cl)c1Cl)C(=O)NC1CCCCC1 (stereo not drawn)	i	i	i	i	-2.3	i	-12.8	-10.1	i	i	i
CCOC(=O)c1[nH]c2ccc(OC)cc2c1NC(=S)N1CCN(c2ccc(F)cc2)CC1	i	i	i	i	-1.0	i	-6.9	0.7	i	i	i
COc1cccc(C(=O)Cn2c(N3CCOCC3)nc3c2c(=O)n(C)c(=O)n3C)c1	i	i	i	i	-1.4	i	-7.3	-4.0	i	i	i
COc1cccc(-c2cc(C(=O)NC3CCCC3)c3ccccc3n2)c1	i	i	i	i	.	i	-10.5	3.0	i	i	i
CCOCCc1nnc(NC(=O)C2CCN(C(=O)c3ccco3)CC2)s1	i	i	i	i	-3.7	i	-7.1	-0.1	i	i	i
COc1ccc(N(CC(=O)NCC2CCCO2)C(=O)CCC(=O)Nc2nccs2)c(OC)c1 (stereo not drawn)	i	i	i	i	0.3	i	-4.0	-7.0	i	i	i
O=C1CCNc2cc3ccccc3cc21	i	i	i	i	76.1*	i	-12.9	-27.4	i	i	i
O=C(O)c1cccc2c1C(=O)c1cccc3snc-2c13	i	i	i	i	0.8	i	-8.0	2.1	i	i	i
CN1C(=O)C(C)(C)c2cc(S(=O)(=O)N3CCC(C(=O)NCc4ccccc4Cl)CC3)ccc21	i	i	i	i	2.3	i	-8.3	-5.0	i	i	i
NCCCCC(=O)O	.	i	.	.	7.8	.	.	5.8	i	.	i
CCn1c(-c2ccco2)nc2ccccc21	i	i	i	i	-2.8	i	-1.4	-5.3	i	i	i
Cc1cccc(N2CCN(C(=O)CSc3ccsc3[N+](=O)[O-])CC2C)c1 (stereo not drawn)	i	i	i	i	-1.0	i	-2.3	3.4	i	i	i
O=C(N/N=C/c1c[nH]c2ccccc12)C1COc2ccccc2O1 (stereo not drawn)	i	i	i	i	3.8	i	-3.4	11.9	i	i	i
Cc1nc2ccccn2c1C(=O)N/N=C/c1ccc2c(c1)OCO2	i	i	i	i	0.1	i	-3.9	5.7	i	i	i
Clc1cccc(OCc2nnc(-c3ccccc3Br)o2)c1	i	i	i	i	-1.7	i	-12.9	1.8	-10.6*	i	i
Cc1ccc(Cn2c(SCC(=O)N/N=C/c3ccccc3OCC(=O)O)nc3ccccc32)cc1	i	i	i	i	2.6	i	-9.6	3.6	i	i	i
CCCCOCCCNC(=O)c1ccc2c(c1)OCO2	i	i	i	i	10.2	i	-2.7	0.1	i	i	i

(more compounds)
SMILES	TRPC4 agonist	TMEM16A act	KCNK9 block	TRPC4 PAM	Dyrk1A ADPGlo	KCNQ1 pot	hERG rescue	HDAC3 inh	KCNK3 inh	KCNQ1 inh	TMEM16A inh
COc1cccc(CN2CCNC(=O)C2CC(=O)N(C)C2CCCCC2)c1OC (stereo not drawn)	i	i	i	i	-0.2	i	-9.5	0.1	i	i	i
CC(OC(=O)CCOc1ccccc1)C(=O)Nc1ccc(Cl)cn1 (stereo not drawn)	i	i	i	i	-0.4	i	-12.9	13.5	i	i	i
C#CCOCCOCCOCCNc1nc(N2CCN(C(=O)[C@H](Cc3cc4ccccc4[nH]3)n3cc([C@@H](N)C(C)CC)nn3)CC2)nc(N2CCN(C(=O)[C@H](Cc3cc4ccccc4[nH]3)n3cc([C@@H](N)CC(C)C)nn3)CC2)n1 (stereo partly drawn)	i	.	i	i	.	i	-4.7	4.1	.	i	i
CCCc1c(O)nc(SCCN(CCC)CCC)[nH]c1=O	49*	i	i	19*	2.2	i	-6.7	-1.1	i	i	i
Cc1cc(NC(=O)c2ccccc2F)on1	i	i	i	i	-1.7	i	-6.2	-0.2	i	i	i
CCCCC(=O)Nc1ccc(NC(=O)c2ccco2)cn1	i	i	i	i	-2.4	i	-11.2	2.4	i	i	i
CCOC(=O)c1cnn(-c2cccc(Cl)c2)c1N	i	i	i	i	-5.3	i	-18.2	7.2	i	i	i
